PGC1a acetyl inh: lowers PGC1a acetylation signal in U2OS cells | AlphaScreen anti-acetyl-lysine; with virally co-expressed GCN5 acetyltransferase | inhibition, % at 15.6 µM | 350,000 compounds, 0.17% hits | AID 651687;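 active = every replicate shows inhibition of at least 40%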;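 also: 0% = neutral control wells and 100% = positive control wells; some results beyond the cut were filed as inactive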
PglD inh: blocks C. jejuni PglD acetyltransferase activity; inhibition, % at 12.5 µM; purified PglD enzyme, DTNB colorimetric CoA detection; 360,000 compounds, 0.098% hits; in the data active = inhibition above about 16%, passing the limit was not always enough; also: strong numbers were not always called active
Statin myotox sup: suppressors of simvastatin-induced myotoxicity in C2C12 myotubes; rescue of ATP level, % at 7.49 µM; ATP luminescence, 48 h; scaled: DMSO 0, geranylgeraniol control 100; 330,000 compounds, 0.78% hits;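 active = mean ATP rescue above about 67%, or every replicate alone reaching that limit, limit read from the data, passing the limit was not always enough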;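 also: myotubes were challenged with 10 µM simvastatin during compound exposure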
ARNT-TACC3 inh: disruptors of human ARNT/TACC3 interaction. Q9Y6A5. AlphaScreen His-ARNT PAS-B/GST-TACC3 binding, luminescence; TACC3 fragment carries E629A point mutation. AID 623870. inhibition, % at 9.99 µM. 390,000 compounds, 0.66% hits;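 active = mean inhibition of replicates at least 50% and at least half of replicates each reaching 50%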;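 also: 0% = complete ARNT plus TACC3 wells and 100% = ARNT alone without TACC3; many hits fall short of the cut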
GSIS activator: GLuc luminescence reporter in INS-1E cells, primary screen for activators of glucose-dependent secretion of insulin. INS-1E GLuc reporter insulin secretion, 2-3 h. activation, % at 16.6 µM. 370,000 compounds, 0.61% hits;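 active = lowest replicate activation of at least 40%, so every replicate reaches that level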;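 also: 0% = median of neutral control wells and 100% = median of IBMX positive control wells; some compounds called inactive have numbers as strong as hits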
LGR2 inh: Drosophila LGR2 receptor signaling inhibition; HEK293 LGR2, CRE-luciferase, bursicon-stimulated, 4 h; inhibition, % at 9.99 µM; 380,000 compounds, 0.35% hits;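 active = drop in luminescence signal, shown as inhibition above about 50% in the replicate tests, limit read from the data, passing the limit was not always enough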;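 also: agonist challenge used bursicon conditioned medium at about half maximal strength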
Cneo AK release: causes C. neoformans cell lysis. adenylate kinase release luminescence, 4 h; normalised: neutral wells 0, clomiphene wells 100. lysis activity, % at 15 µM. 360,000 compounds, 0.2% hits;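 active = mean lysis activity across replicates of at least 80%, whatever share of replicates individually reach that level; inactive = mean lysis activity below 80%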
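Material: C. neoformans cells; Schedule: 4 h static compound exposure, 37 °C, read 1 h post-reagent; Measured by: adenylate kinase release luminescence; Read-out: signal increase indicating cell lysis; Controls: Clomiphene as positive lysis control.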
PAX8 reporter: inhibitors of PAX8 transcriptional activity in RMG-I cells; RMG-I TPO-luciferase reporter, SteadyGlo, 24 h; inhibition, % at 12.6 µM; 360,000 compounds, 1.2% hits; AID 652154;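 active = mean replicate inhibition at least 60% with every replicate also reaching 60%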;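 also: luciferase light reporting Pax8 driven TPO promoter activity; plate controls were median of neutral control wells for no effect and mitoxantrone controls for full effect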
Numbers without * were called inactive; / = not tested or not shown.

SMILES	PGC1a acetyl inh	PglD inh	Statin myotox sup	ARNT-TACC3 inh	GSIS activator	LGR2 inh	Cneo AK release	PAX8 reporter
CCC(C)C(NC(=O)c1ccccc1NC(=O)c1ccccc1)C(=O)O (stereo unspecified)	0	9	3	/	8	-8	0	-5
CO[C@H]1CN(C)C(=O)c2ccc(NC(=O)Cc3ccccc3)cc2OC[C@@H](C)N(C)C[C@H]1C	3	2	-1	-5	6	25	-22	2
CCN(CC)Cc1c(C(=O)N/N=C/c2ccc(C)o2)nnn1-c1nonc1N	3	10	-9	5	12	0	7	12
C/C(=N/NS(=O)(=O)c1ccc(C)cc1)c1c[nH]c2ccccc12	/	0	15	-1	31	6	-2	1
Cc1ccc(N(CC(=O)Nc2ccccc2C(=O)NCc2ccco2)S(=O)(=O)c2ccccc2)cc1C	-16	6	57	-3	/	/	1	/
CCCn1c(=O)c2sccc2n2c(CCCC(=O)NCC3CCCO3)nnc12 (stereo unspecified)	2	2	29	-3	9	16	1	15
COC(=O)c1c(C)[nH]c(C(=O)CSc2ccc(Cl)cc2)c1C	0	1	13	-3	-14	-24	9	/
COc1ccc(S(=O)(=O)N(C)C[C@H]2Oc3ccc(NS(=O)(=O)c4ccc(Cl)cc4)cc3CC(=O)N([C@H](C)CO)C[C@H]2C)cc1	-6	-2	-2	10	-12	-2	0	-3
O=C(N[C@@H]1CC[C@@H](CC(=O)N2CCc3ccccc3C2)O[C@H]1CO)C1CCOCC1	-8	6	-4	-2	-8	4	-3	-11
CCc1nnc(NC(=O)CSc2nc3[nH]c(=O)cc(O)c3s2)s1	-3	2	30	6	71	-11	-1	0

More records
SMILES	PGC1a acetyl inh	PglD inh	Statin myotox sup	ARNT-TACC3 inh	GSIS activator	LGR2 inh	Cneo AK release	PAX8 reporter
CCCN1C[C@@H](C)[C@@H](OC)CN(C)C(=O)c2cc(NS(C)(=O)=O)ccc2OC[C@@H]1C	15	0	-5	-2	3	-12	-2	-10
CCOC(=O)C1=CCN(S(=O)(=O)c2ccc(C)cc2)C1c1ccc(C(C)C)cc1 (stereo unspecified)	-13	-5	0	/	-3	9	0	7
O=C(c1ccc(F)cc1)N1CC[C@H]2[C@H](CO)Nc3ccc(-c4ccccc4F)cc3[C@H]21	-33	3	-17	10	4	0	-8	11
CCN(CC)S(=O)(=O)c1ccc(NC(=O)COc2cccc(-n3cnnn3)c2)cc1	-10	2	-6	0	7	-3	-4	/
CCN(CC)CCNC(=O)c1cn(C)c2ccc(S(=O)(=O)N(C)C3CCCCC3)cc2c1=O	/	3	3	0	-12	-4	0	-15
CC(Sc1nnc(COc2ccc([N+](=O)[O-])cc2)n1-c1ccccc1)C(=O)O (stereo unspecified)	17	3	-1	-7	/	/	14	/
COc1cccc(-c2nnc(-c3ccc(C(F)(F)F)cc3)o2)c1	-8	-1	3	/	/	/	-3	-130
CCC(Sc1ccc2nnc(-c3ccc(F)cc3)n2n1)C(=O)OC (stereo unspecified)	-10	-3	-5	5	25	1	-1	/
O=[N+]([O-])c1ccc(C=NNC(=S)NN=Cc2ccc([N+](=O)[O-])cc2)cc1	19	4	-12	-3	/	/	0	-2
O=C(C1CCCCC1)N1[C@@H]2CNc3ccccc3[C@@H]2[C@@H]1CO	-6	3	-9	4	2	4	1	-14

Remaining list, next part.
SMILES	PGC1a acetyl inh	PglD inh	Statin myotox sup	ARNT-TACC3 inh	GSIS activator	LGR2 inh	Cneo AK release	PAX8 reporter
O=C(COC(=O)CCNS(=O)(=O)c1ccccc1)NNC(=O)c1ccccc1	/	-3	23	-3	2	11	0	1
Cc1c(NC(=O)c2ccc(Cl)nc2)cccc1-c1nc2cccnc2s1	4	/	/	28	13	-12	/	16
Cc1cc(C)cc(-n2nnc(C(=O)NCc3ccco3)c2N)c1	1	10	-5	2	/	/	-4	/
C[C@@H]1CN([C@@H](C)CO)C(=O)c2cc(NC(=O)C3CC3)ccc2O[C@@H]1CN(C)Cc1ccc2c(c1)OCO2	1	0	9	-1	8	0	-31	-10
Cc1ccc(NC(=O)/C(C#N)=C/c2ccc(C)s2)c(C)c1	12	-5	10	3	/	-14	0	/
O=C(c1cccc(F)c1)N1CC(=O)N2[C@@H](CO)[C@@H](c3ccc(-c4ccccc4F)cc3)[C@@H]2C1	-4	/	/	/	-11	8	/	7
O=C(NNC(=O)c1ccccc1-n1cccc1)c1cccnc1	/	-2	-6	/	21	-6	1	2
COC(=O)C1C(=O)c2c([nH]c(C(=O)OCCSC)c2C)CC1C (stereo unspecified)	/	-1	19	6	16	-60	-4	-184
CSc1ccccc1NC(=O)CN(C)C(=O)c1ccc2c(c1)OCCO2	/	3	7	-6	-7	-13	-3	-20
COC(=O)C[C@@H]1CC[C@H]2[C@H](COc3ccc(NC(=O)c4ccc(F)cc4)cc3C(=O)N2C)O1	0	-2	-5	-8	-3	-3	-3	10

Part of the list above in another layout.
Structure: O=C(c1cccc(F)c1)N1CC(=O)N2[C@@H](CO)[C@@H](c3ccc(-c4ccccc4F)cc3)[C@@H]2C1
  PGC1a acetyl inh: -4; PglD inh: /; Statin myotox sup: /; ARNT-TACC3 inh: /; GSIS activator: -11; LGR2 inh: 8; Cneo AK release: /; PAX8 reporter: 7
Structure: O=C(NNC(=O)c1ccccc1-n1cccc1)c1cccnc1
  PGC1a acetyl inh: /; PglD inh: -2; Statin myotox sup: -6; ARNT-TACC3 inh: /; GSIS activator: 21; LGR2 inh: -6; Cneo AK release: 1; PAX8 reporter: 2

Following part:
SMILES	PGC1a acetyl inh	PglD inh	Statin myotox sup	ARNT-TACC3 inh	GSIS activator	LGR2 inh	Cneo AK release	PAX8 reporter
C[C@@H]1CN([C@@H](C)CO)C(=O)CCCn2cc(nn2)CO[C@@H]1CN(C)Cc1cccnc1	1	/	-15	/	1	-6	/	/
O=C(COc1ccccc1)N1CCN(S(=O)(=O)Cc2ccccc2)CC1	/	0	2	5	2	-7	12	/
Cc1ccc(C(=O)Nc2ccccc2SCC2CSc3nc4ccccc4c(=O)n32)cc1 (stereo unspecified)	-4	-6	10	5	/	/	-1	/
CCCS(=O)(=O)N1CCC(C(=O)Oc2ccc(OC)cc2)CC1	/	-9	-2	/	-8	-2	0	7
Cc1ccc(S(=O)(=O)NCc2ccccc2)cc1C(=O)N1CCN(S(=O)(=O)c2ccccc2)CC1	/	-1	2	-2	-10	-5	2	18
CC1CCCCC1NC(=O)CSc1nnc(-c2ccco2)n1N (stereo unspecified)	/	2	7	/	-6	1	12	-9
CCOc1ccc(S(=O)(=O)N2CCC(C(=O)N3CCOCC3)CC2)cc1C	-8	6	4	-9	17	2	4	19
O=C(Nc1ccc2c(c1)OCO2)N[C@H]1CC[C@H](CCNC(=O)C2CCCC2)O[C@@H]1CO	-2	3	0	-4	6	-7	65	-10
CCN(c1cccc(C)c1)C(C(=O)Nc1ccc(OC)cc1)c1cc2c(cc1[N+](=O)[O-])OCO2 (stereo unspecified)	/	-1	/	17	-19	6	-3	-7
N#C[C@H]1[C@@H](c2ccccc2)[C@@H](CO)N1C(=O)Cc1ccccn1	11	-1	-2	6	1	8	0	4

(listing goes on)
SMILES	PGC1a acetyl inh	PglD inh	Statin myotox sup	ARNT-TACC3 inh	GSIS activator	LGR2 inh	Cneo AK release	PAX8 reporter
Cc1noc(C)c1S(=O)(=O)Nc1ccc2c(c1)C(=O)N([C@@H](C)CO)C[C@H](C)[C@H](CN(C)Cc1ccccc1)O2	/	1	7	12	-4	-6	56	6
Cc1nnc(CN(C)C(=O)c2cc(COc3ccc(F)cc3Cl)on2)o1	/	0	-3	-2	5	-29	-4	-194
COc1ccc(CCNC(=O)c2cc3c(=O)n4ccccc4nc3n(CC3CCCO3)c2=N)cc1 (stereo unspecified)	-17	-4	-9	-17	0	4	-3	/
O=C(NC1CCCc2ccccc21)c1ccccc1 (stereo unspecified)	/	/	/	-3	5	-3	/	5
CC(Cl)C(=O)N1c2ccccc2CCc2ccccc21 (stereo unspecified)	-15	3	7	-9	-1	2	1	17
CC1Sc2ccc(S(=O)(=O)N3CCC(C(=O)N4CCN(C)CC4)CC3)cc2NC1=O (stereo unspecified)	-5	2	4	-17	11	4	10	3
Cc1ccc(S(=O)(=O)N[C@H]2CC[C@H](CC(=O)N3CCc4ccccc4C3)O[C@@H]2CO)cc1	-13	-3	-5	-8	-6	-3	10	5
CN(C(=O)c1ccc2c(c1)OCO2)C1(C)CCS(=O)(=O)C1 (stereo unspecified)	-4	1	-14	14	8	-1	-1	2
O=C(c1cc(-c2ccccc2)on1)N1CCCCCC1	7	-3	-1	0	4	-111	-3	-200
COc1ccc(Cc2nnc(NC(=O)C(C)C)s2)cc1	-6	5	4	10	/	/	-2	3

Next section:
SMILES	PGC1a acetyl inh	PglD inh	Statin myotox sup	ARNT-TACC3 inh	GSIS activator	LGR2 inh	Cneo AK release	PAX8 reporter
C[C@@H]1CN([C@H](C)CO)C(=O)Cc2cc(NC(=O)Nc3ccc4c(c3)OCO4)ccc2O[C@H]1CN(C)Cc1ccc(-c2ccccc2)cc1	4	0	48	1	-10	18	1	1
C[C@@H]1CCCCO[C@@H](CN(C)C(=O)C2CCCCC2)[C@H](C)CN([C@@H](C)CO)C(=O)c2cc(NC(=O)Nc3cccc4ccccc34)ccc2O1	-10	-2	/	19	-4	-12	-2	9
Cn1c(SCC(=O)N2CCc3ccccc32)nnc1C1CC1	-3	1	/	/	-3	-11	-1	7
O=C(CC[C@H]1O[C@@H](n2ccc(=O)[nH]c2=O)[C@H](O)[C@@H]1O)N[C@H](Cc1ccccc1)C(=O)NCC1CCCCC1	-4	10	-4	/	5	1	0	-10
C[C@@H]1CN([C@@H](C)CO)C(=O)Cc2cc(NC(=O)CCC(F)(F)F)ccc2O[C@@H]1CN(C)Cc1ccc(C(F)(F)F)cc1	-9	1	10	1	-5	13	0	16
C[C@H]1CCCCO[C@H](CN(C)C(=O)Cc2ccccc2)[C@@H](C)CN([C@@H](C)CO)C(=O)c2cc(NC(=O)c3ccncc3)ccc2O1	-9	4	/	1	22	-2	-4	21
CO[C@H]1CN(C)C(=O)c2cc(NC(=O)Nc3ccccc3F)ccc2OC[C@@H](C)N(Cc2ccccc2C(=O)O)C[C@@H]1C	9	-2	1	-2	-21	-8	0	-2
O=c1c2ccccc2nc(SCc2ccc([N+](=O)[O-])cc2)n1CCCO	3	0	/	-5	18	7	-5	-6
O=C(N/N=C/c1cccc(Br)c1)c1ccc(N2CCCC2=O)cc1	/	6	-20	/	0	-11	0	38
O=C(c1cccnc1)N1c2ccccc2Sc2ccccc21	-5	/	/	/	5	8	/	18

(list continues)
SMILES	PGC1a acetyl inh	PglD inh	Statin myotox sup	ARNT-TACC3 inh	GSIS activator	LGR2 inh	Cneo AK release	PAX8 reporter
Cc1ccc(S(=O)(=O)N(C)C)cc1NC(=O)COC(=O)C1COc2ccccc2O1 (stereo unspecified)	/	4	/	-7	11	-19	-1	-20
C[C@H](CO)N1C[C@H](C)[C@H](CN(C)S(=O)(=O)c2cccs2)Oc2ccc(NC(=O)Cc3ccccc3)cc2CC1=O	11	6	-21	-11	/	/	55	2
O=C(CCC1CCCN(Cc2cccc3c2OCO3)C1)NCc1ccc(F)c(F)c1 (stereo unspecified)	-3	/	/	-1	2	18	/	-6
COc1cccc([C@@H]2CC=C(C(=O)O)[C@H](c3ccccc3F)N2S(=O)(=O)c2ccc(C)cc2)c1	/	5	-7	-3	/	10	4	-4
Cc1nnc(SCC(=O)N2CCCCC2)s1	8	-3	-9	-3	/	/	1	/
COc1ccc(Cn2ccnc2SCC(=O)Nc2ccc(F)cc2F)cc1	-3	5	2	/	/	/	0	-2
O=C(COC(=O)C1CC1)Nc1ccc(Cl)cc1Cl	4	3	3	/	8	0	-2	5
COc1ccc(S(=O)(=O)Nc2ccc3c(c2)CC(=O)N([C@H](C)CO)C[C@H](C)[C@@H](CN(C)C(=O)Nc2ccc(F)cc2)O3)cc1	-6	-2	6	4	-6	-3	60	-8
Cc1ccc(COc2ccc3c(c2)OCO3)cc1	0	-7	4	/	8	-3	0	-226
COCCNC(=S)N/N=C(\C)c1ccc(O)cc1	7	-4	/	6	1	39	-3	/

An unsorted share of the library (roughly 2.9% active in at least one column).
